Source: PubChem BioAssay (several laboratories)
CF NFkB block – inhibitors of cystic fibrosis induced NF-kB. KKLEB NF-kB-GFP reporter, PAF-induced, GFP fluorescence overnight. inhibition, % at 5 µM. 360,000 tested, 0.86% active;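 active = at least 50% inhibition at 5 µM, scaled per plate between neutral and stimulator controls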;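 also: PAF is a Pseudomonas aeruginosa culture filtrate used as stimulus; plate controls were PAF-stimulated DMSO wells for no effect and unstimulated DMSO wells for full effect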
Vif inh – inhibitors of HIV Vif; HEK293T cells, Vif self-association by quenched fluorescence, imaging, 24 h; inhibition, % at 7.49 µM; 340,000 tested, 0.35% active; in the data active = inhibition above about 50%, passing the limit was not always enough; also: some results filed as inactive read as strong as hits
CaV13 ICDI inh – Primary screen for inhibitors of IQ motif and Ca2+-dependent inactivation inhibitor domain binding in CACNA1D, Förster resonance energy transfer in living cells, …; HEK cells, CFP/YFP FRET ICDI-IQ, plate reader, 10 min; percent FRET-ratio fall versus neutral wells; inhibition, % at 12.3 µM; 340,000 tested, 0.098% active;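 active = mean replicate inhibition of at least 30% and at least 1% of replicates passing that level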;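 also: 0% = median of the neutral control wells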
Shn3 inh set2 – inhibitors of Schnurri-3 3'UTR reporter in osteoblasts; Clone20 osteoblast Shn3 3'UTR firefly luciferase, 24 h; inhibition, % at 12.5 µM; 360,000 tested, 0.52% active; AID 588674;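 active = mean inhibition of at least 75% with every replicate also reaching 75%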;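 also: 0% = median of neutral control wells and 100% = pilot-screen positive control compound; some compounds past the cut are filed as inactive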
HIF-2a inh – blocks HIF-2a reporter activity; inhibition, % at 18.8 µM; AID 624352; 360,000 tested, 0.72% active; 786-0 RCC cells HIF-2a reporter, luciferase luminescence, overnight;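 active = inhibition of the luminescence signal of 40% or more relative to plate controls, in a single-dose primary screen at 18.75 µM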
NR2E3 ag-1 – activates human photoreceptor nuclear receptor NR2E3; GST-NR2E3/biotin-RetCOR TR-FRET, 1536-well; 320,000 tested, 0.12% active; inhibition of corepressor binding, % at 4.78 µM; AID 2300; Q9Y5X4;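 active = percent inhibition above the cutoff of mean plus 3 SD of all tested compounds, set per screening campaign, cut at about 20% in these data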;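 also: 0% = DMSO wells and 100% = biotin wells as full block of FRET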
Target sequence (Q9Y5X4 whole entry, looked up): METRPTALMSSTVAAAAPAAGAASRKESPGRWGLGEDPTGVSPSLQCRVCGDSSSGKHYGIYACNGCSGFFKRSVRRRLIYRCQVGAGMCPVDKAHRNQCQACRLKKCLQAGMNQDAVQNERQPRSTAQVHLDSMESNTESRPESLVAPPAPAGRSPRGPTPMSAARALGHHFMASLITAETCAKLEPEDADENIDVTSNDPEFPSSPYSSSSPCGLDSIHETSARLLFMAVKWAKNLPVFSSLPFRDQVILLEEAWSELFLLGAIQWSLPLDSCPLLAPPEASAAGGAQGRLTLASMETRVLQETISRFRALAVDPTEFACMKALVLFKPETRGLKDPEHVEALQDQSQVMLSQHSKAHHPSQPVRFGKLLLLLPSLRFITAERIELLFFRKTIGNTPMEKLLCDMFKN
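Material: NR2E3–RetCOR corepressor complex | Quantity: 1.35 nM GST-tagged NR2E3 final | Schedule: 5 h at 4 °C | Replication: Singlicate compound wells | Reagent: RetCOR corepressor, biotinylated, 7 nM | Controls: Biotin wells as high control, 0.6% DMSO wells as low control | Signal: TR-FRET, Eu(K)-anti-GST donor, streptavidin-D2 acceptor, ex 340, em 617/671 nm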
NR2E3 ag-2 – human photoreceptor-specific nuclear receptor agonism; Q9Y5X4; CHO-S Gal4-NCOR/VP16-NR2E3 two-hybrid, luciferase; inhibition of corepressor binding, % at 3.98 µM; 360,000 tested, 0.35% active; AID 602229;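 active = inhibition above the mean of all tested compounds plus 3 SD, cut at about 70% in these data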;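 also: 0% = DMSO with NR2E3 transfected cells and 100% = cells lacking NR2E3 construct; higher means lower luciferase signal from less NR2E3 corepressor binding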
PDI inh – blocks human protein disulfide isomerase activity; AID 588391; inhibition, % at 10 µM; PDI insulin aggregation turbidity, A650, 90 min; P07237; 350,000 tested, 0.052% active;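 active = mean inhibition across replicates of 30% or more, whatever share of single replicates reach that level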;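 also: absorbance from insulin aggregation driven by PDI reduction with DTT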
Target sequence (P07237 whole entry, looked up): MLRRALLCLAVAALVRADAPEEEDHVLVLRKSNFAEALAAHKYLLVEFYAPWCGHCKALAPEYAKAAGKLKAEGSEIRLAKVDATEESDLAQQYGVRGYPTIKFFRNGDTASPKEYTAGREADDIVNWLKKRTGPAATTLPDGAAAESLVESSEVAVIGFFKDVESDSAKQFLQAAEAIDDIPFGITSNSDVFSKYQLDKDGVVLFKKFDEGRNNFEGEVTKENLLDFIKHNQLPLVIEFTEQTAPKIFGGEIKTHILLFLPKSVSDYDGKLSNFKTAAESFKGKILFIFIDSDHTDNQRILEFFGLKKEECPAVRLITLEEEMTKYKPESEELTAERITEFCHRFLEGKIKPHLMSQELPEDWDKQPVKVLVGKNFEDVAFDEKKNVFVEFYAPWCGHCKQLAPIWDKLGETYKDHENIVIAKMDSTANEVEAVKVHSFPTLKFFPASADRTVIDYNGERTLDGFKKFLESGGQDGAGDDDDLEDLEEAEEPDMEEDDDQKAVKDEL
MITF TRPM1 inh – MITF TRPM1 promoter inhibition in SK-MEL-5 cells; SK-MEL-5 TRPM1 promoter luciferase, 24 h; inhibition, % at 12.5 µM; 330,000 tested, 0.83% active;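 active = mean inhibition across replicates of 60% or more, whatever share of single replicates reaches that level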; also: values of inactives mirror those of a sister screen read the other way
KKLEB tox – reduces viability of KKLEB cystic fibrosis airway cells; 360,000 tested, 0.36% active; activity change (cytotoxicity), % at 5 µM; KKLEB CF airway cells viability, ATPlite luminescence, overnight; stronger effect = lower value; cells stimulated with P. aeruginosa culture filtrate; AID 602141;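 active = corrected activity change at or below -50% at 5 µM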
Peg3 prom inh – reduces Peg3 promoter-driven luciferase expression in HeLa; HeLa PEG-Prom luciferase reporter, luminescence, overnight; inhibition, % at 20 µM; 360,000 tested, 1.7% active; AID 588405;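 active = inhibition of at least 50% at 20 µM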
* = called active by the depositor; / = not tested or not shown; & = joins results of further samples.

SMILES	CF NFkB block	Vif inh	CaV13 ICDI inh	Shn3 inh set2	HIF-2a inh	NR2E3 ag-1	NR2E3 ag-2	PDI inh	MITF TRPM1 inh	KKLEB tox	Peg3 prom inh
CCN(CC(=O)Nc1ccccc1C(F)(F)F)C(=O)c1ccc2c(c1)NC(=O)CS2	17	/	-6	-2	6	/	-26	-1	0	-1	6
Cc1ccccc1S(=O)(=O)Cc1ccc(C(=O)O)o1	6	-5	-8	0	8	4	-8	3	7	1	-6
COCCNC(=S)Nc1ccc(N2CCOCC2)c(S(=O)(=O)Nc2ccc(Cl)cc2)c1	-21	/	-4	16	20	/	-30	3	/	12	-1
CCOc1ccc2c(c1)C(N(CCN1CCOCC1)C(=O)Nc1ccccc1)CC(C)(C)O2 (configuration not stated)	5	1	-2	-52	-2	2	-23	2	0	-15	3
C=CCN1C(=O)C(Cc2ccc(OC)cc2)S/C1=N\N=C\c1cccs1 (configuration not stated)	-7	7	-5	9	1	3	-16	-5	8	4	22
COC(=O)[C@]1(Cc2ccccc2)N[C@H](CN(C)S(=O)(=O)c2ccc(F)cc2)[C@@H]2C(=O)N(Cc3ccccc3)C(=O)[C@@H]21	5	-5	-6	7	-1	/	-19	8	7	-15	2
O=C(CSc1nnnn1-c1ccccc1)Nc1ncc2c(n1)CC(c1ccco1)CC2=O (configuration not stated)	-13	-16	-4	0	-4	-1	3	-1	17	0	3
COc1ccc(-n2c(COc3cccc4ccccc34)nnc2SCC(=O)NCc2ccco2)cc1	-3	0	-4	4	28	0	20	-12	12	-9	23
Cc1nc(NCc2ccc3c(c2)OCO3)c2nnn(Cc3ccccc3)c2n1	42	/	-9	-3	8	6	-15	-10	14	-30	12
O=C(N/N=C/c1ccccc1OCc1ccccc1)c1cccnc1	10	2	-7	-10	-4	-1	-19	0	-20	-16	-33
Cc1nn(-c2ccccc2)c(Cl)c1/C=C(\C#N)C(=O)NC(C)C	24	3	-3	0	19	1	1	-20	8	5	-4
O=C(Nc1ncccn1)C1CCCN1S(=O)(=O)c1ccc(Cl)c(Cl)c1 (configuration not stated)	-11	/	-8	-21	-7	1	-16	-1	4	16	-78
C/C(=N\NC(=O)c1cccc(Cl)c1)C1C(=O)c2ccccc2C1=O	42	-4	5	-32	-181	-1	-119	1	-8	-6	-122
CN(C)c1ccc(/C=N/OC(=O)Nc2ccccc2)cc1	-2	0	-19	-107	-228	0	-129	1	-27	-8	-194
Cc1cccc(C)c1NC(=O)CN(C)C(=O)c1ccc(N2C(=O)CCC2=O)cc1	-22	-2	-7	-20	13	-3	-11	-3	-1	-6	-1
C[C@@H]1CN([C@@H](C)CO)C(=O)CCCn2nncc2CO[C@@H]1CN(C)C(=O)Nc1ccccc1C(F)(F)F	-18	7	-7	-19	5	/	-26	-4	/	-11	-11
CCOC(=O)c1cc(NC(=O)OC)c(C)nc1C	6	/	/	-16	12	-1	-7	6	-4	7	10
Cc1ccccc1S(=O)(=O)NC(=O)C1(C)CCN1C(=O)C1CCCCC1 (configuration not stated)	-12	-2	-5	-12	-1	/	-10	-10	/	0	-2
COc1ccccc1C(=O)N/C(=C/c1ccco1)C(=O)Nc1cccc(C(=O)O)c1	-15	-2	-5	11	-1	2	-35	14	10	1	4
C/C(=N/NC(=O)c1ccccc1)C(=O)O	8	8	-3	-7	16	-2	-28	-8	4	-14	8
Cc1ccc(N(C(=O)CS(=O)CC(=O)Nc2ccc(F)cc2)C(C)C(=O)NC(C)(C)C)cc1 (configuration not stated)	-8	-4	-5	4	-2	1	-22	-5	-16	-6	2
O=C(Nc1ccc2nc(-c3ccco3)[nH]c2c1)c1cccs1	4	/	-4	/	-205	0	-58	1	-38	-3	-190
CC(C)(C)OC(=O)N[C@@H](Cc1ccccc1)C(=O)N1CCC(C(=O)O)CC1	-5	-1	/	63	-2	3	-14	-2	-3	-1	9
COc1cc2sc(C)nc2c2sccc12	10	8	/	-5	19	0	-8	2	10	-8	0
c1ccc(Oc2nc(NCc3ccco3)nc(NCc3ccco3)n2)cc1	1	11	-6	18	29	0	-7	-10	-1	-6	15
O=C(O)/C=C/c1ccc(Cn2ccnc2)cc1	8&-22	0&-10	-5&-4	-6&-4	3&-17	-6	-14&-5	-10&12	0&10	0&2	8&-12
Cc1cccc(CCN=C(N)NS(=O)(=O)c2ccccc2)c1	-11	4	-5	-6	5	6	-6	-12	3	3	5
O=C(NNC(=O)c1ccccc1F)c1ccc(-n2cncn2)c([N+](=O)[O-])c1	-6	/	-7	8	16	0	-7	9	4	-7	-2
O=C(CN1CCN(Cc2ccccc2)CC1)NNC(=O)c1ccc(Cl)cc1	2	-2	-4	-2	-2	3	3	9	3	6	-2
CS(=O)(=O)n1nc(-c2ccc(Cl)cc2)nc1N	-6	0	-2	2	-53	2	-11	-3	-26	4	-26
COc1ccc(N2C(=O)NC3CC2(C)Oc2ccc(Br)cc23)cc1OC (configuration not stated)	12	/	0	13	20	4	0	-11	-7	2	30
O=C(c1cccc(Cl)c1)N1CCCc2ccccc21	-1	-18	-3	2	16	-2	-6	-5	2	0	14
CCC(C)N(CC(=O)Nc1cccc(C)c1C)C(=O)CCl (configuration not stated)	9	-8	/	-50	51*	2	9	3	14	-20	44
CCn1c(CNC(=O)c2ccco2)nnc1SCC(=O)Nc1cc(C(F)(F)F)ccc1Cl	5	-11	-6	-36	15	1	-44	0	8	-14	-2
Cc1ccccc1NC(=O)c1cccc(NC(=O)c2c(C(=O)O)cccc2[N+](=O)[O-])c1	-5	1	-4	-11	21	-3	-31	-5	0	8	2
COc1cc(C(=O)Nc2nccs2)c(Br)c(OC)c1OC	-14	1	-5	3	7	1	-10	-2	-7	-4	-13
COc1ccc(S(=O)(=O)N2CCN(S(=O)(=O)c3ccc4c(c3)OCCO4)CC2)cc1C	13	4	-4	16	20	/	-15	2	5	2	16
Cc1ccc(N/C=C(\[N+](=O)[O-])S(=O)(=O)c2ccccc2)cc1	-9	0	3	4	10	2	-10	1	2	13	-1
CC1(C)Cc2nc(-c3ccccc3)nc(SCC(O)CO)c2CO1 (configuration not stated)	0	-2	-5	6	23	3	0	8	/	-12	17
Cc1ccc(C)c(NC(=O)CN(C)C(=O)/C=C/c2ccco2)c1	7	1	-7	9	14	-1	-2	-1	3	-1	5
Cc1c(NC(=O)c2ccc3c4c(cccc24)CC3)c(=O)n(-c2ccccc2)n1C	-5	-1	-7	12	-8	4	-14	-5	-4	4	9
COc1cc(OC)c(C2C(C#N)=C(N)OC3=C2C(=O)CC(C)C3)cc1OC (configuration not stated)	-3	8	-6	-5	1	3	-25	-13	5	2	-35
O=c1c2ccccc2nnn1Cc1cccc2ccccc12	-4	2	-2	-10	-31	0	1	-3	10	6	-23
Cc1ccc(C)c(NC(=S)NCCc2ccc(S(N)(=O)=O)cc2)c1	-5	10	-4	-1	10	2	1	-4	-10	5	6
Cc1ccn2c(=O)nc(SCC(=O)NCc3ccc4c(c3)OCO4)nc2c1	23	4	-5	-9	7	1	4	-3	12	-3	-1
CC(C)C1C(=O)N(Cc2cn(CCC3OCCCO3)nn2)CCS(=O)(=O)N1Cc1ccc(-c2ccncc2)cc1 (configuration not stated)	-17	/	-2	-4	2	/	3	-3	/	15	10
O=C(CC1SC(N2CCOCC2)=NC1=O)Nc1ccccc1Cl (configuration not stated)	-3	-1	-2	-27	12	3	-4	-1	-3	2	2
Cc1cc2cc(CCNC(=O)CC(C)(C)C)c(=O)[nH]c2cc1C	-33	4	-7	-70	-22	2	1	0	-7	21	-3
C#CCOCCOCCOCCNc1nc(N2CCN(C(=O)Cn3cc(CCCN=C(N)N)nn3)CC2)nc(N2CCN(C(=O)[C@H](C(C)C)n3cc(CCO)nn3)CC2)n1	0	-2	-6	-7	-3	-2	6	-2	-3	-3	-5
Cc1cc(Br)cn2c(Cc3ccccc3)c(-c3ccc(C#N)cc3)nc12	14	/	-4	23	-11	/	-14	/	/	-20	13
Cc1ccc(Sc2ccc(CN3CCCC3)cc2[N+](=O)[O-])cc1	13	5	-7	14	12	2	4	2	4	-11	24
C/C=C/C(=O)N1CC2(CC(c3cccc(NC(=O)/C(C)=C/C)c3)=NO2)C[C@H]1C(N)=O (some centres not stated)	-1	1	-9	-13	3	2	-8	1	-9	6	-12
O=C(NC12CCC(O)C(SC1)/C2=N/O)c1ccccc1 (configuration not stated)	-10	16	-5	-12	14	-6	8	8	-6	-3	8
O=C(COC(=O)c1ccccc1-n1cnnn1)c1ccc(Br)cc1	-22	6	-5	-21	9	5	0	-4	3	7	11
COc1ccc(NC(=O)C2CC(c3ccc(OC)c(OC)c3)=NO2)cc1OC (configuration not stated)	-8	4	-3	-1	-13	-1	-7	4	5	-9	11
Cc1cc(N2CCN(c3nc4ccccc4s3)CC2)n2ncnc2n1	-11	-7	-8	51	-27	1	73*	-2	2	6	-9
O=C(/C=C/c1ccco1)OCn1nnc2ccccc2c1=O	0	-3	-2	7	10	-3	6	1	-2	1	-5
Cc1ccccc1C(=O)NC1CCN(Cc2nnnn2C(C)(C)C)CC1	-5	-2	-8	27	8	4	-29	0	9	-9	4
O=C1Nc2cc(S(=O)(=O)N3CCCC3)ccc2N2CCCC12 (configuration not stated)	11	-2	-8	11	10	5	-21	-15	-5	-7	9
Cc1nnc(SCC(=O)N(Cc2ccccc2)C(C)C)n1-c1ccccc1	-11	11	-5	19	12	3	-2	5	1	3	8
Carrying on:
SMILES	CF NFkB block	Vif inh	CaV13 ICDI inh	Shn3 inh set2	HIF-2a inh	NR2E3 ag-1	NR2E3 ag-2	PDI inh	MITF TRPM1 inh	KKLEB tox	Peg3 prom inh
C/C(=N/Nc1nc(-c2ccccc2)c(CC(=O)O)s1)c1ccccc1	-40	-2	-6	-38	-228	/	-41	-5	-41	-19	-245
Cc1cccc2cc(CN(Cc3cccnc3)C(=O)c3ccncc3)c(=O)[nH]c12	-5	0	-5	-2	17	2	-11	-1	6	-9	13
N#CCSc1nc2ccccc2c(=O)n1C1CCCCC1	29	2	-21	-12	15	1	-47	-4	0	-18	9
NC(=O)C1=C[C@@H](c2csc3ccccc23)C[C@@H](OCCCCO)O1	5	-6	-8	11	20	1	-19	4	13	-10	-4
CCOc1ccccc1C1C(C#N)=C(N)Oc2cc(N)ccc21 (configuration not stated)	-11	5	20	-4	7	0	-3	-11	3	18	17
Cc1nn(C)cc1S(=O)(=O)Nc1ncccn1	13	2	-9	0	18	2	-18	6	-6	-4	-1
